TRHR agonist: activates the human TRH receptor; TRHR cells, calcium flux fluo-8, FDSS agonist mode; activation, % at 2 µM; hit rate 0.18% among 360,000; P34981; further: 0% is about no effect
Target sequence (P34981 whole entry, looked up): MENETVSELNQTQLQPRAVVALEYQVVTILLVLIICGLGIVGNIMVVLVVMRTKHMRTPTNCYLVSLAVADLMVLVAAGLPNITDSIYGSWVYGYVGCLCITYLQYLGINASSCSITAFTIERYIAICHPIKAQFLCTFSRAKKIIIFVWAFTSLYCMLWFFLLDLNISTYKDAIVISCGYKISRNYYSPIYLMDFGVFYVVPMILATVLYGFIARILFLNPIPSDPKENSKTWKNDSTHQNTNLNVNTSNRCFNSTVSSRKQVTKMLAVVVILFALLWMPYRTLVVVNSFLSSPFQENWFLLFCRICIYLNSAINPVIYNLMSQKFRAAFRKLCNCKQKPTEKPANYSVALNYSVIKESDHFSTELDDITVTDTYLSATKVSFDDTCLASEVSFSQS
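Fluo-8-loaded TRHR cells; 10 s baseline, compound added, kinetic Ca2+ fluorescence read 1/s, agonist mode.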
D1 antagonist: antagonists of human D1 dopamine receptor; AID 504652; activity change, negative = inhibition, % at 10 µM; hit rate 3.2% among 360,000; HEK293 TREx D1 cells, calcium flux, dopamine EC80; active compounds read low; in the data active means activity change below about -30%; further: on the % scale 0 is the no-effect control and ±100 the full control effect
Target sequence (P21728 whole entry, looked up): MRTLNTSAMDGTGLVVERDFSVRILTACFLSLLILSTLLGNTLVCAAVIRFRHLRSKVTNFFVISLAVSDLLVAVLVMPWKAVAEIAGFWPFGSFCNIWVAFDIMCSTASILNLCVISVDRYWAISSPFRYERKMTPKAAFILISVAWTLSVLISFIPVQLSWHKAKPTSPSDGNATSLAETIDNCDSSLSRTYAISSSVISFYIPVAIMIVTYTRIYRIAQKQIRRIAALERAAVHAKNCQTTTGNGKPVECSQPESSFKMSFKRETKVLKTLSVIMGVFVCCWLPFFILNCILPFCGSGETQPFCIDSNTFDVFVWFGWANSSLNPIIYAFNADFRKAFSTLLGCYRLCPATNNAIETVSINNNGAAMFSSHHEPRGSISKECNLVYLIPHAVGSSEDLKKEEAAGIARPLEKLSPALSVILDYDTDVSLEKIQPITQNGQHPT
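Kinetic fluorescence of a calcium dye serves as the read-out. D1-expressing Hek293 Trex cells, induced overnight at 30 C, are exposed to compound for 180 s before an EC80 dopamine addition, then read 180 s further.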
D2 PAM: D2 dopamine receptor (human) potentiation; HEK293 T-REx D2, calcium flux, EC20 dopamine potentiation; P14416; hit rate 0.34% among 340,000; AID 485347; potentiation, % at 10 µM;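 active means potentiation over 3 SD above the plate norm, cut at about 30% in these data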; further: 0% is about no effect
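Cells plated with tetracycline inducer and held overnight at 30 C; calcium dye loaded 30–90 min at room temperature; baseline taken, compound added and read 180 s; EC20 dopamine then added and read 180 s.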
D2 ag: agonists of human D2 dopamine receptor. HEK293 T-REx D2 cells, calcium flux agonist mode. activation, % at 2 µM. hit rate 0.53% among 340,000. AID 485358;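 active means activation over 3 SD above normal in the single-dose calcium agonist read, cut at about 30% in these data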; further: 0% is about no effect
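Calcium-flux readout, 1 cycle/sec over 180 s following compound pin transfer, in inducible HEK293 Trex D2 cells (force-coupled); dopamine controls included. Positive calcium responses during this window marked compounds as potential agonists.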
TRHR enhancer: TRH receptor (human) allosteric enhancement; TRHR cells, fluo-8 calcium fluorescence, EC20 TRH enhancement; enhancement, % at 2 µM; hit rate 0.66% among 360,000; AID 493056; in the data active means enhancement above about 30%; further: 0% is about no effect
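Enhancer read-out: after compound pinning and an initial kinetic agonist-mode read, an EC20 of TRH (10 nM final) was injected and fluo-8 calcium signal (Ex 480/Em 530) followed at 1 s/cycle for 100 cycles in TRHR-expressing cells.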
D1 potentiator: human D1 dopamine receptor positive modulation. potentiation, % at 10 µM. P21728. HEK293 TREx D1 cells, calcium flux, dopamine EC20 potentiation. hit rate 0.036% among 360,000; in the data active means potentiation above about 30%; further: 0% is about no effect
RXFP1 antag: blocks the human relaxin receptor RXFP1; Q9HBX9; HEK293-RXFP1, relaxin-stimulated cAMP HTRF, 30 min; active compounds read low; activity change, negative = inhibition, % at 57.5 µM; hit rate 0.59% among 350,000;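 active means activity change of -60% or lower, but not beyond a set lower limit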; further: on the % scale 0 is the no-effect control and ±100 the full control effect
D1 agonist: agonists of human D1 dopamine receptor | HEK293 T-REx D1 cells, calcium flux, agonist mode | activation, % at 2 µM | hit rate 1% among 360,000; further: 0% is about no effect
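Agonism was scored from calcium flux recorded over 180 s (1 read/s) after pintool compound addition, following a 10-cycle baseline. Cells were inducible force-coupled HEK293 TREx D1, plated overnight at 30 C and loaded with no-wash calcium dye.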
D2 antag: D2 dopamine receptor (human) antagonism; HEK293 TREx D2 cells, calcium flux, dopamine EC80; P14416; hit rate 2% among 340,000; inhibition, % at 10 µM; in the data active means inhibition above about 30%; further: 0% is about no effect
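Tetracycline-induced HEK293 T-REx cells expressing D2 force-coupled to calcium signalling were dye-loaded, exposed to compound for 180 s, then challenged with an EC80 of dopamine; calcium flux was followed kinetically for a further 180 s.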
* = called active by the depositor. Unless noted, no stated cut-off is given here; in the data, active means activation above about 30%; inactive means the rest.

The first three compounds (preview)
O=c1c(CN2CCN(c3cccc(Cl)c3)CC2)coc2c(Cl)cc(Cl)cc12 was read as TRHR agonist 2.5, D1 antagonist -17, D2 PAM -24, D2 ag 2.9, TRHR enhancer 0, D1 potentiator -10, D1 agonist 4 and D2 antag -32.
`O=C1c2ccccc2S(=O)(=O)N1CCOc1ccccc1` gave TRHR agonist 0.0, D1 antagonist -29, D2 PAM -8, D2 ag -0.6, TRHR enhancer -2, D1 potentiator 9, RXFP1 antag 2, D1 agonist 4 and D2 antag -1.
Screening COCCCN1C(=O)C(=O)/C(=C(/O)c2ccc(OC)cc2)C1c1cccc(OC)c1 (stereo unspecified) returned TRHR agonist -0.3, D1 antagonist 8, D2 PAM 12, D2 ag -0.1, TRHR enhancer 5, D1 potentiator -4, RXFP1 antag 6, D1 agonist 1 and D2 antag -1.

All compounds of this part, from the first entry:
O=c1c(CN2CCN(c3cccc(Cl)c3)CC2)coc2c(Cl)cc(Cl)cc12 was read as TRHR agonist 2.5, D1 antagonist -17, D2 PAM -24, D2 ag 2.9, TRHR enhancer 0, D1 potentiator -10, D1 agonist 4 and D2 antag -32.
`O=C1c2ccccc2S(=O)(=O)N1CCOc1ccccc1` gave TRHR agonist 0.0, D1 antagonist -29, D2 PAM -8, D2 ag -0.6, TRHR enhancer -2, D1 potentiator 9, RXFP1 antag 2, D1 agonist 4 and D2 antag -1.
Screening COCCCN1C(=O)C(=O)/C(=C(/O)c2ccc(OC)cc2)C1c1cccc(OC)c1 (stereo unspecified) returned TRHR agonist -0.3, D1 antagonist 8, D2 PAM 12, D2 ag -0.1, TRHR enhancer 5, D1 potentiator -4, RXFP1 antag 6, D1 agonist 1 and D2 antag -1.
Screening Cc1cc(C)c(Cn2c(=O)n(-c3ccccc3Cl)c(=O)c3c(C)c(C(=O)N(C)C)sc32)c(C)c1 returned TRHR agonist 0.1, D1 antagonist -9, D2 PAM 5, D2 ag 0.4, TRHR enhancer 7, D1 potentiator -1, RXFP1 antag -6 and D1 agonist 2.
`Cc1cn2c(=O)c(C(=O)N3CCN(c4ccccc4Cl)CC3)cnc2s1` gave TRHR agonist 0.0, D1 antagonist 10, D2 PAM 13, TRHR enhancer 3, D1 potentiator -9, RXFP1 antag -4 and D1 agonist 1.
CCOC(=O)c1ccc(NC(=O)c2cnc3c(-c4ccc(F)cc4)c(C)nn3c2C)cc1 was read as TRHR agonist 0.8, D1 antagonist -40*, D2 PAM -18, D2 ag -0.4, TRHR enhancer -5, D1 potentiator -5, RXFP1 antag -23 and D1 agonist 4.
Screening CN(C)C(CNC(=O)c1ccccc1OCc1ccc(Cl)cc1)c1ccco1 (stereo unspecified) returned TRHR agonist 0.1, D1 antagonist -1, D2 PAM -16, D2 ag 1.9, TRHR enhancer -13, D1 potentiator -13, RXFP1 antag 2, D1 agonist 3 and D2 antag 8.
`Cc1nnc(NC(=O)c2ccc(N3CCCC3=O)cc2)s1` gave TRHR agonist 0.0, D1 antagonist -6, D2 PAM -4, D2 ag 0.2, TRHR enhancer -3, D1 potentiator 0, RXFP1 antag 5, D1 agonist 2 and D2 antag 11.
O=C(Nc1ccc(F)cc1)C(Sc1nnc2ccccn12)c1ccccc1 (stereo unspecified) was read as TRHR agonist -0.8, D1 antagonist -12, D2 PAM 9, D2 ag -0.2, TRHR enhancer -1, D1 potentiator 0, RXFP1 antag -1, D1 agonist 0 and D2 antag 0.
`O=C(CCC(=O)NNC(=O)COc1ccc(Br)cc1)NCc1ccccc1` gave TRHR agonist -0.1, D1 antagonist -34*, D2 PAM 5, D2 ag 0.7, TRHR enhancer 5, D1 potentiator -1, RXFP1 antag -4, D1 agonist 0 and D2 antag -4.
For CC(=O)Nc1ccc(C(=O)NNC(=O)c2ccccc2-n2cccc2)cc1 the results were TRHR agonist 0.0, D1 antagonist -9, D2 PAM 19, D2 ag 0.3, TRHR enhancer -3, D1 potentiator -1, RXFP1 antag 3, D1 agonist 2 and D2 antag -11.
CCOP(=O)(OCC)c1nc(-c2cccc3ccccc23)oc1NCc1ccc(OC)cc1 was read as TRHR agonist 1.6, D1 antagonist 30, D2 PAM 25, D2 ag -1.0, TRHR enhancer -2, D1 potentiator 29, RXFP1 antag 2, D1 agonist 12 and D2 antag 9.
Screening O=C(COc1ccc(Cl)cc1)Nc1ccc(CN2CCOCC2)cc1 returned TRHR agonist 0.7, D1 antagonist -14, D2 PAM 1, D2 ag 1.2, TRHR enhancer -4, D1 potentiator -5, RXFP1 antag 9, D1 agonist 13 and D2 antag -5.
For COc1ccc(CCNC(=O)c2cccc(S(=O)(=O)N3CCc4ccccc4C3)c2)cc1 the results were TRHR agonist 0.2, D1 antagonist -1, D2 PAM 2, D2 ag 0.8, TRHR enhancer 8, D1 potentiator -5, RXFP1 antag 4, D1 agonist 9 and D2 antag 22.
For Cc1nnc(SCC(=O)NCCOc2ccc(Cl)cc2)n1-c1ccccc1 the results were TRHR agonist -0.7, D1 antagonist -4, D2 PAM 10, D2 ag -0.2, TRHR enhancer -4, D1 potentiator -6, RXFP1 antag -1, D1 agonist 16 and D2 antag -10.
CN(C)c1ncccc1-c1nc2ccccc2s1 was read as TRHR agonist -1.9, D1 antagonist -6, D2 PAM 12, D2 ag -0.4, TRHR enhancer 1, D1 potentiator -3, RXFP1 antag -12, D1 agonist 2 and D2 antag 2.
For O=C(O)C1CCCN1C(=O)C12CC3CC(CC(C3)C1)C2 (stereo unspecified) the results were TRHR agonist 0.2, D1 antagonist 6, D2 PAM 1, D2 ag 0.1, TRHR enhancer 5, D1 potentiator -6, RXFP1 antag 2, D1 agonist 1 and D2 antag 2.
Screening CCC(=O)Nc1cc(OC)cc(OC)c1 returned TRHR agonist 0.8, D1 antagonist 2, D2 PAM -6, D2 ag 0.2, TRHR enhancer -4, D1 potentiator -8, RXFP1 antag 8, D1 agonist 0 and D2 antag 8.
Screening CC(C)(C)N1C(=O)c2ccc(C(=O)Nc3nccs3)cc2C1=O returned TRHR agonist 0.7, D1 antagonist 16, D2 PAM 16, D2 ag 0.8, TRHR enhancer 5, D1 potentiator -1, RXFP1 antag -36, D1 agonist 1 and D2 antag -5.
COC(=O)c1ccc(S(=O)(=O)NCc2ccco2)o1 was read as TRHR agonist 0.6, D1 antagonist 9, D2 PAM 6, D2 ag 0.5, TRHR enhancer 7, D1 potentiator -3, RXFP1 antag -1, D1 agonist 0 and D2 antag -2.
`O=C(NCCCN1CCOCC1)c1c(F)c(F)c(F)c(F)c1F` gave TRHR agonist 0.0, D1 antagonist -13, D2 PAM 20, D2 ag 0.9, TRHR enhancer 5, D1 potentiator -2, RXFP1 antag 1, D1 agonist 3 and D2 antag -6.
For CCCC(=O)Nc1sc2c(c1C(=O)OC)C(C(=O)OC)CC2 (stereo unspecified) the results were TRHR agonist 0.3, D1 antagonist -1, D2 PAM -3, D2 ag 0.5, TRHR enhancer -3, D1 potentiator -4, RXFP1 antag 14, D1 agonist -1 and D2 antag -11.
For O=C(c1cccc2ccccc12)N1CCN(c2ccc([N+](=O)[O-])c(N3CCOCC3)c2)CC1 the results were TRHR agonist -2.1, D1 antagonist -15, D2 PAM 12, D2 ag -1.2, TRHR enhancer -5, D1 potentiator -10, RXFP1 antag -21, D1 agonist 2 and D2 antag -6.
Screening Cc1nc2ccccc2n1CC(=O)N/N=C\c1ccccn1 returned TRHR agonist -0.1, D1 antagonist 8, D2 PAM 0, D2 ag -0.5, TRHR enhancer 2, D1 potentiator 6, RXFP1 antag -2, D1 agonist 2 and D2 antag 13.
Screening CN(C)c1ccc(NC(=O)CC(NCc2ccccn2)C(=O)O)cc1 (stereo unspecified) returned TRHR agonist 0.3, D1 antagonist 4, D2 PAM 8, D2 ag 0.7, TRHR enhancer 9, D1 potentiator -6, RXFP1 antag -12, D1 agonist 2 and D2 antag 5.
Screening N#Cc1ccc(NC(=O)CN2CCN(c3ccccn3)CC2)cc1 returned TRHR agonist 0.8, D1 antagonist 10, D2 PAM -30, D2 ag 77*, TRHR enhancer 2, D1 potentiator -1, RXFP1 antag -5, D1 agonist 5 and D2 antag 68*.
Screening COC(=O)C1=C(C)OC(N)=C(C#N)C1c1c(C)nn(-c2ccccc2)c1Cl (stereo unspecified) returned TRHR agonist 0.9, D1 antagonist 14, D2 PAM 5, D2 ag 2.4, TRHR enhancer 6, D1 potentiator -3, RXFP1 antag -14, D1 agonist 0 and D2 antag -1.
CC(C)(C)OC(=O)N1CCC(c2c(C(=O)N3CCN(C(=O)c4ccco4)CC3)cnn2-c2ccccc2Cl)CC1 was read as TRHR agonist 0.6, D1 antagonist 10, D2 ag 0.7, TRHR enhancer 4, D1 potentiator 3, RXFP1 antag -4 and D1 agonist 0.
`Cc1ccc(CNC(=O)CSc2n[nH]c(-c3ccc(F)cc3)n2)cc1` gave TRHR agonist -0.5, D1 antagonist 0, D2 PAM 8, D2 ag -0.2, TRHR enhancer 7, D1 potentiator 3, RXFP1 antag -26 and D1 agonist 0.
C/C(=N\NC(=O)c1cc(C)nc2ccccc12)c1ccccn1 was read as TRHR agonist -0.1, D1 antagonist -13, D2 PAM -4, D2 ag 0.4, TRHR enhancer -7, D1 potentiator -1, RXFP1 antag -4, D1 agonist 3 and D2 antag 7.
`Cc1nn(CC(=O)NCCc2ccc(Cl)cc2)c(C)c1[N+](=O)[O-]` gave TRHR agonist -1.4, D1 antagonist -24, D2 PAM -3, D2 ag 0.1, TRHR enhancer -6, D1 potentiator 0, RXFP1 antag 11, D1 agonist 3 and D2 antag -11.
For Cc1cc(C)cc(C(=O)NC(CC(N)=O)c2ccc(N3CCC(N4CCCCC4)CC3)c([N+](=O)[O-])c2)c1 (stereo unspecified) the results were TRHR agonist 0.3, D1 antagonist -24, D2 PAM -1, D2 ag -1.7, TRHR enhancer -1, D1 potentiator -4, D1 agonist 1 and D2 antag 15.
Screening COc1ccc(N=C2SC(C(N)=O)CC(=O)N2CCc2ccc(OC)c(OC)c2)cc1 (stereo unspecified) returned TRHR agonist 0.3, D1 antagonist 1, D2 PAM 4, D2 ag 0.0, TRHR enhancer 0, D1 potentiator -7, RXFP1 antag -9, D1 agonist 4 and D2 antag 9.
`C=CCNCCCOc1ccc(C(C)(C)c2ccccc2)cc1` gave TRHR agonist 1.0, D1 antagonist 39, D2 PAM 8, D2 ag -0.1, TRHR enhancer 7, D1 potentiator 3, D1 agonist 22 and D2 antag -6.
CCCCC1=CC2=CC(=O)C(C)(OC(=O)CC)C(=O)C2=CN1Cc1ccc(OC)cc1 (stereo unspecified) was read as TRHR agonist 0.1, D1 antagonist 0, D2 PAM 9, D2 ag -0.2, TRHR enhancer -1, D1 potentiator -3, D1 agonist 1 and D2 antag 31*.
For CCSc1nnc(NC(=O)CSc2nc3c(c(=O)n2-c2ccccc2OC)SCC3)s1 the results were TRHR agonist -0.6, D1 antagonist 23, D2 PAM 16, D2 ag 0.4, TRHR enhancer 14, D1 potentiator 2, RXFP1 antag 5, D1 agonist -2 and D2 antag -6.

Screens (PubChem BioAssay)
